Compound activity deposited in PubChem BioAssay by National Center for Advancing Translational Sciences (NCATS).
CCT chaperon mod: modulators of cytosolic chaperonin (CCT/TRiC) activity; AID 651819; activity change, % (no concentration beside the values), hits read low; purified chaperonin ATPase assay, HTRF ADP detection, 30 min; 0.3% of 360,000 active; in the data active = activity change below about -30%; note: % is set by controls: 0 for no effect and ±100 for the full control effect
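ATPase activity: ADP formed was measured by HTRF Transcreener (665/615 nm ratio) after 30 min at 37 deg C with 10 uM ATP. Compounds screened at one 76 uM concentration against 40 or 20 nM TRiC in Tris pH 7.4/KCl/MgCl2/DTT buffer.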
Nrf2 ARE act: activators of Nrf2 (ARE) signaling; AREc32 ARE-luciferase reporter (MCF7-derived line), luminescence, 24 h; Potency, µM (doses to about 46.1 µM), for inactives: top-dose activation, actives largely listed as activators; 0.31% of 410,000 active; AID 624171; note: potency is the fitted concentration of half-maximal effect; % of control where 0% means no effect; nearly all actives have a fitted effect of over 65% in size
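Quantitative high-throughput format: AREc32 reporter cells, 1000 per well, received compound by pin transfer and were incubated 24 hr at 37 deg C, 5% CO2, before Steady-Glo luminescence detection.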
Nrf2 block: Nrf2 pathway inhibition; A549 ARE-Fluc reporter, luciferase luminescence, 18-24 h; Potency, µM (series often up to 46 µM), without a hit: at the top dose activity change, negative = inhibition, actives largely listed as inhibitors; 2.1% of 360,000 active; AID 504444; note: potency is the fitted concentration of half-maximal effect; % is set by controls: 0 for no effect and ±100 for the full control effect; nearly all actives have a fitted effect of over 60% in size
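Cells were seeded and rested 2 h, then exposed to compounds for 18-24 h. CellTiter-Fluor was read first as a viability measure. BugLite was added 15 min before the final luminescent read of ARE-luciferase activity in A549 cells.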
A549 viability: counter-screen for Nrf2 inhibitors: cytotoxicity in A549 cells. A549 ARE-Fluc cells, CellTiter-Fluor viability, 18-24 h. Potency, µM (titrated, usually from 46 µM), for the others: at the highest dose activity change, negative = cytotoxicity, most hits filed as inhibitors. 0.16% of 390,000 active. AID 504648; note: potency is the fitted concentration of half-maximal effect; % is set by controls: 0 for no effect and ±100 for the full control effect
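A549 ARE_Fluc cells in 5% FBS OPTI-MEM were exposed to compounds in concentration-response for 18-24 h at 37 deg C. Viability was read by CellTiter-Fluor fluorescence (Ex 405/Em 525) after 30 min, before the luciferase read.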
Akt phos inh: inhibitors of Akt phosphorylation; Neuro2A IGF-stimulated pAkt S473 HTRF, 20 min; stronger effect = lower value; activity change, % for hits at 50 µM; 0.32% of 360,000 active; AID 651550; in the data active = activity change below about -80%; inconclusive = mostly about -51% to -80%; note: % is set by controls: 0 for no effect and ±100 for the full control effect
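Neuro2A cells (4,500/well, DMEM with 0.5% FBS) were treated with compound at a single 50 µM final concentration, stimulated with 6 nM IGF for 20 min at 37 °C, and lysed. Phospho-Akt Ser473 was read by HTRF as 665/615 ratio ×10^4.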
EPAC2 antag: blocks human EPAC2 exchange factor. Q8WZA2. 0.18% of 360,000 active. EPAC2 GEF exchange of Rap1B-BODIPY-GDP, fluorescence. Potency, µM (top dose mostly 114 µM), inactives show at the highest dose activity, negative = inhibition, usual class: inhibitors; note: potency is the fitted concentration of half-maximal effect; % is set by controls: 0 for no effect and ±100 for the full control effect; nearly all actives have a fitted effect of over 45% in size; many of its hits are not listed in these tables
Target sequence (Q8WZA2 whole entry, looked up): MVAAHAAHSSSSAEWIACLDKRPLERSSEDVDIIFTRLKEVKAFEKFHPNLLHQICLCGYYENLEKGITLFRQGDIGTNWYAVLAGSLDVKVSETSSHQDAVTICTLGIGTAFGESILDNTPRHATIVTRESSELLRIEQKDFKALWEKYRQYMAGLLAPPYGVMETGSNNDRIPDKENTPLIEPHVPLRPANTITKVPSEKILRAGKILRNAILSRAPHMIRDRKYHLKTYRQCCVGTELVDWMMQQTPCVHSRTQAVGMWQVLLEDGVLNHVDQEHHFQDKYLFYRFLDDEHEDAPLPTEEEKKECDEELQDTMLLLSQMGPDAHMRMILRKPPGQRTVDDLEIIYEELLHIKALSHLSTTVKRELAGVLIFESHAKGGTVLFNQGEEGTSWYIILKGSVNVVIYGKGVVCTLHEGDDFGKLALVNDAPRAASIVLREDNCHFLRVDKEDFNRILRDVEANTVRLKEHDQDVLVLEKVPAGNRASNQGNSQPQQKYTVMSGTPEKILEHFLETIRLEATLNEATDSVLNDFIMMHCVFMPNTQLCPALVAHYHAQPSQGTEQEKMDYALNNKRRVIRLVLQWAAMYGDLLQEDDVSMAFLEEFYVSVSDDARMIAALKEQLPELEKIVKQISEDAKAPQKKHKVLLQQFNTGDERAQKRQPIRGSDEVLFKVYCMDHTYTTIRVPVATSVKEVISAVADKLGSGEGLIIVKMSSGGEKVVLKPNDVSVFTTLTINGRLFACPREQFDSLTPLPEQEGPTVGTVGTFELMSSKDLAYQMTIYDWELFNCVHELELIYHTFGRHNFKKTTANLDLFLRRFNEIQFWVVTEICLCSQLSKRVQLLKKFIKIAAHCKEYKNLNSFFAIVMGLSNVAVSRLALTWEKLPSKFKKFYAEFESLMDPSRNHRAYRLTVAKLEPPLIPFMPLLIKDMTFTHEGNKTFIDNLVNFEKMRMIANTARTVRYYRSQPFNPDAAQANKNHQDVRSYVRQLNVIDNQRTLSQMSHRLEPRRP
EPAC2 agonist: activates human EPAC2 exchange factor. Q8WZA2. EPAC2 activation, biochemical qHTS; response scale: 100% = 6.5 mM cAMP response. Potency, µM (series often up to 154 µM), for the others: at the highest dose activation, usual class: activators. 0.079% of 360,000 active. AID 720711; note: potency is the fitted concentration of half-maximal effect; nearly all actives have a fitted effect of over 50% in size
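In this primary screen, activation is scored as increased exchange of BODIPY-GDP from Rap1B by 100 nM EPAC2, with 50 uM GDP as competitor. Signal is normalized to the 6.5 mM cAMP agonist control.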
TGFb SMAD3 inh: blocks TGF-b signaling | HepG2 CAGA-GFP TGF-b/SMAD3 reporter, GFP fluorescence, 18 h; TGF-beta stimulated, 500 pg/mL final | Potency, µM (highest dose often 46.1 µM), for inactives: at the highest dose activity, negative = inhibition, usual class: inhibitors | 1.2% of 410,000 active; note: potency is the fitted concentration of half-maximal effect; % is set by controls: 0 for no effect and ±100 for the full control effect; nearly all actives have a fitted effect of over 65% in size
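Smad-responsive CAGA-GFP expression was quantified in HEPG2 cells exposed to compounds and 500 pg/mL final TGF-beta for 18 h at 37 degrees C; unstimulated wells defined full inhibition.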
Mm-Cpn inhibitor: blocks the Methanococcus maripaludis chaperonin Mm-Cpn. purified Mm-Cpn ATPase, ADP Transcreener TR-FRET. Potency, µM (top dose mostly 76.9 µM), inactives show at the highest dose activity, negative = inhibition, actives largely listed as inhibitors. 0.031% of 330,000 active; note: potency is the fitted concentration of half-maximal effect; % is set by controls: 0 for no effect and ±100 for the full control effect; nearly all actives have a fitted effect of over 80% in size
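Measured: ADP formation by purified Mm-CPN. Conditions: 25 nM protein, 10 uM ATP, Tris pH 7.4 with Mg2+, K+ and DTT, 37°C for 30 min. Detection: Transcreener HTRF after 30 min at room temperature.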
* hit, by the source's call; i = inactive; ? = inconclusive; . = not tested or not shown; & = joins results of further samples; [ ] = remark or other dose. Unless noted, calls come from the whole dose curve; as a rule, active = well fitted curve in the direction sought with a large enough effect; inconclusive = small, poorly fitted or top-dose-only effect, or another doubt; inactive = no such curve, though single readings can be large; an effect the other way counts as inactive or inconclusive. Some of the compounds tested; rates above refer to the full screens.

SMILES	CCT chaperon mod	Nrf2 ARE act	Nrf2 block	A549 viability	Akt phos inh	EPAC2 antag	EPAC2 agonist	TGFb SMAD3 inh	Mm-Cpn inhibitor
NC(=O)c1ccc(NCCCN2CCOCC2)c([N+](=O)[O-])c1	-1.0	-0.5%	8.3%	-0.7%	i	-3.8%	11.9%	-12.9%	-0.1%
C#CCSc1nnc(-c2cc3c(C(F)(F)F)nn(C)c3s2)n1C	-0.2	2.5%	-24.6%	-0.7%	i	-2.4%	1.3%	0.0%	-0.5%
Cc1cccc(CN2CCc3c([nH]c4ccccc34)C2)c1	1.5	1.1%	?	0.5%	i	0.6%	20.0%	-28.2%	-1.0%
CCOc1cc(C(=O)NCc2ccncc2)cc(OCC)c1OCC	-1.9	3.4%	1.5%	2.3%	i	2.2%	-4.1%	-15.4%	1.6%
COCCCn1c(CCC(=O)O)ccc1-c1cccs1	-3.9	0.4%	-6.2%	0.6%	i	0.8%	6.2%	0.0%	-4.2%
Cn1c(=O)oc2cc(S(=O)(=O)N3CCC(C(=O)NCCc4ccccc4)CC3)ccc21	-2.2	0.0%	2.0%	0.2%	i	0.8%	12.8%	-17.7%	1.0%
Cc1ccc2[nH]c3c(=O)n4c(nc3c2c1)SCC4	-1.3	9.4%	7.4%	1.2%	i	-0.5%	9.9%	-1.7%	-22.0%
CC1CC(C)CN(C(=O)Cn2ncc3c([nH]c4ccccc43)c2=O)C1 (configuration not stated)	0.8	-0.3%	1.7%	0.5%	i	10.8%	-8.9%	?	0.5%
O=C(c1ccccc1CCc1ccccc1)N1CCN(c2ccccn2)CC1	-5.9	-0.3%	-19.3%	-9.0%	i	-5.1%	3.2%	11.4%	-5.8%
COc1ccc(CN(CC(=O)NC2CCCCC2)C(=O)CCC(=O)Nc2nccs2)cc1	0.6	-0.7%	5.0%	0.5%	i	5.4%	7.4%	11.6%	0.8%
COc1ccc(CNC(=O)CCC(=O)Nc2nnc(C(C)C)s2)cc1	0.0	-0.2%	17.6%	0.5%	i	4.7%	9.8%	-16.9%	2.1%
O=C(CN1C(=O)/C(=C/c2ccc(F)cc2)SC1=S)N1CCN(CCc2ccccn2)CC1	0.8	20.4%	9.6%	-12.7%	i	-5.7%	-1.1%	-19.5%	0.2%
COc1ccc(NC(=O)C2(c3ccc(NC(=O)c4ccc(OC(C)=O)cc4)cc3)CCCC2)cc1	-2.6	-0.7%	?	-24.4%	i	5.5%	6.2%	-7.2%	0.5%
Cc1ccc2c(C)c(C(=O)NCCN3CCCC(O)C3)oc2c1C (configuration not stated)	-37.9*	6.0%	-6.8%	1.9%	.	19.7%	-1.4%	-6.9%	0.7%
O=C(Nc1ccc2c(c1)OCO2)OCc1ccccc1	-3.3	0.1%	?	-6.1%	i	-5.9%	6.4%	2.5%	0.0%
COc1ccc(C(C(=O)NC(C)(C)C)N(C(=O)CCC(=O)Nc2ccccn2)C2CCCCC2)cc1 (configuration not stated)	0.4	-0.3%	-14.4%	-3.2%	i	0.8%	-3.6%	-7.1%	1.1%
CN1CCCC1CCNc1ccc2sc3ccccc3c(=O)c2c1 (configuration not stated)	1.6	-2.8%	?	5.6%	i	-17.8%	2.4%	-29.8%	.
CCOC(=O)c1c(C)[nH]c(C(=O)COc2ccc3ccc(=O)oc3c2)c1C	-1.1	0.1%	-2.0%	2.5%	i	18.0%	-4.8%	7.9%	0.4%
O=C(CNC(=O)c1ccc2c(c1)OCCO2)N/N=C/c1ccc(O)cc1O	-1.5	-1.5%	-6.8%	2.2%	i	0.2%	11.0%	?	-2.0%
Nc1ccc(-c2nc3cc(N)ccc3n2CCO)cc1	-0.2	-0.5%	0.0%	0.0%	i	10.4%	6.6%	-3.7%	-12.8%
CCC/C=C/c1ccc(CN2C(C)C(=O)N(Cc3cn(CCC4OCCO4)nn3)CCS2(=O)=O)cc1 (configuration not stated)	0.0	-0.6%	.	.	i	-3.4%	-2.9%	5.9%	.
COc1ccccc1CNc1ccc2c(c1)CCC2	3.1	0.3%[9.22 µM]	?	0.5%	i	-1.1%	7.1%	1.2%	-1.1%
O=[N+]([O-])c1cccc2nc(-c3ccccc3)c(-c3ccccc3)nc12	-2.0	2.7%	-21.5%	0.0%	i	-25.0%	-3.2%	-9.6%	-0.3%
Cc1cc2ncn(S(=O)(=O)c3ccc(S(=O)(=O)N4CCOCC4)cc3)c2cc1C	-1.3	0.3%	-17.1%	-14.2%	i	-1.5%	12.0%	16.4%	-1.6%
O=C(NC(=S)Nc1cc([N+](=O)[O-])ccc1O)c1ccc2c(c1)OCO2	2.0	-0.1%	?	?	i	-6.6%	-4.6%	?	0.1%
Cc1ccc(N(CN2CCCC2=O)C(=O)c2ccccc2)cc1	0.6	-0.2%	6.0%	2.9%	i	9.1%	-14.3%	2.2%	-4.8%
CC1CCCC(NC(=O)CCCn2c(=O)[nH]c3cc(Cl)ccc3c2=O)C1C (configuration not stated)	1.0	-0.9%	-33.8%	1.3%	i	-2.0%	-3.3%	6.9%	0.6%
Cc1ccc(S(=O)(=O)c2cn(Cc3ccc(F)cc3)c3cc(N4CCCC4)c(F)cc3c2=O)cc1	.	-0.7%	?	-2.8%	.	.	.	2.8%	.
O=C(NC1CCCc2ccccc21)c1ccc(=O)[nH]c1 (configuration not stated)	0.9	0.3%	8.1%	9.4%	i	-3.3%	9.9%	-2.1%	-1.9%
O=S(=O)(NCc1cccnc1)c1ccc(Cl)c(Cl)c1Cl	-47.9*	-0.3%	-15.4%	-1.6%	i	-2.3%	-0.9%	-8.6%	-0.5%
CSc1nc(-c2ccccc2)nc(NC(=O)c2ccccc2)c1C(C)=O	-2.0	0.2%	-18.0%	-1.2%	i	1.9%	2.4%	-8.6%	0.8%
COc1ccc(-c2nc(-c3cccs3)c(-c3cccs3)[nH]2)cc1OC	1.9	0.5%	-29.1%	-16.2%	i	-1.7%	12.2%	-1.8%	?
Cc1ccc(S(=O)(=O)Cc2ccc(C(=O)NCc3ccc4c(c3)OCO4)o2)cc1	2.1	-1.0%	?	?	i	-2.1%	0.9%	-0.5%	2.1%
CCOc1ccc(S(=O)(=O)Nc2cc3c(C(=O)OCc4ccccc4)c(C)oc3c3ccccc23)cc1	.	3.2%	1.3%	2.4%	.	.	.	2.0%	.
O=C(O)COCC(=O)NCc1csc2ccccc12	3.1	-0.5%	5.7%	12.6%	i	1.2%	5.1%	17.0%	1.1%
CCC(=O)NCCc1cc2ccc(C)cc2[nH]c1=O	0.7	-0.5%	0.9%	-1.5%	i	7.8%	2.7%	12.3%	0.7%
C=C(c1ccc(OC)cc1)c1ccc(OC)cc1	-7.8	0.8%	-4.3%	?	i	-1.9%	-4.6%	-20.8%	1.2%
O=S(=O)(NCC1CCCO1)c1ccc(Cl)c2ccccc12 (configuration not stated)	-0.2	-0.7%	.	.	i	-23.0%	9.2%	-19.8%	.
Cc1ccc(N2Cc3ccccc3C2=S)cc1	-6.4	5.4%	?	-9.1%	i	-12.7%	7.3%	-4.3%	-3.7%
Cc1ccc(N2C(=O)CCSC23C(=O)N(Cc2ccccc2)c2ccccc23)cc1 (configuration not stated)	.	3.3%	?	-8.4%	.	.	.	?	.
O=S(=O)(c1ccccc1)c1nc(-c2cccc(Cl)c2)oc1N1CCOCC1	1.0	1.9%&4.1%	?	7.8%&7.9%	i	-8.6%	16.0%	4.1%&-3.6%	0.4%
Cc1ccccc1Cn1c(=O)n(Cc2ccc(Cl)cc2)c(=O)c2cccnc21	.	0.5%	1.5%	10.6%	.	.	.	-1.4%	.
CC1=C(C(=O)N(C)Cc2ccccc2)C2(CCC(C)CC2)OC1=O (configuration not stated)	-1.8	0.0%	-22.8%	-2.4%	i	-14.7%	-5.9%	-6.1%	1.3%
Cc1ccc(-n2ncc3c2ncn2c(C)nnc32)cc1C	0.1	0.9%	?	4.9%	i	4.2%	-11.7%	2.7%	-0.6%
O=[N+]([O-])c1ccccc1S(=O)(=O)N1CCN(c2ccc(F)cc2)CC1	-4.0	-0.7%	-13.7%	-8.9%	i	5.4%	5.8%	-14.1%	0.0%
CC(=O)Nc1ccc(S(=O)(=O)N2CCN(C(=O)Cc3ccccc3)CC2)cc1	0.7	0.2%	8.6%	0.2%	i	-2.4%	3.6%	4.7%	0.5%
O=C(c1ccccc1)N1CCN(C(=S)NCc2ccc3c(c2)OCO3)CC1	0.3	-0.3%	-4.9%	-4.3%	i	7.5%	-0.1%	8.4%	0.5%
O=C(NC1CCCCC1)N(c1ccccc1)c1nnc(-c2cccc([N+](=O)[O-])c2)s1	-0.8	3.16µM*	.	.	i	8.1%	9.3%	4.0%	.
CCC(=O)c1cn(CC(=O)Nc2ccc(C)cc2)c2ccccc12	-0.6	0.2%	25.3%	2.1%	i	14.6%	-1.3%	-13.5%	-5.1%
CC(C(=O)N1CCOCC1)N1C(=O)C2C3CC(C(Br)C3Br)C2C1=O (configuration not stated)	1.6	0.4%	3.2%	4.4%	i	15.1%	2.2%	18.1%	-2.1%

A draw from above in order of length of the SMILES, lowest first:
SMILES	CCT chaperon mod	Nrf2 ARE act	Nrf2 block	A549 viability	Akt phos inh	EPAC2 antag	EPAC2 agonist	TGFb SMAD3 inh	Mm-Cpn inhibitor
CC1=C(C(=O)N(C)Cc2ccccc2)C2(CCC(C)CC2)OC1=O (configuration not stated)	-1.8	0.0%	-22.8%	-2.4%	i	-14.7%	-5.9%	-6.1%	1.3%
CC(C(=O)N1CCOCC1)N1C(=O)C2C3CC(C(Br)C3Br)C2C1=O (configuration not stated)	1.6	0.4%	3.2%	4.4%	i	15.1%	2.2%	18.1%	-2.1%
Cc1ccc(N2C(=O)CCSC23C(=O)N(Cc2ccccc2)c2ccccc23)cc1 (configuration not stated)	.	3.3%	?	-8.4%	.	.	.	?	.
